APE1 inh: blocks human APE1 abasic DNA cleavage; P27695; recombinant APE1, TAMRA/BHQ-2 abasic DNA cleavage fluorescence; Potency, µM (top dose mostly 65.8 µM), inactives show at the top dose activity change, negative = inhibition, actives largely listed as inhibitors; 0.35% of 350,000 active; AID 2517;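 also: potency is read from the fitted curve at half-maximal effect; plate controls were vehicle for no effect and reference inhibitor for full effect; nearly all actives have a fitted effect of over 55% in size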
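Enzyme (0.75 nM final) and test compound are incubated 15 min at room temperature before adding 50 nM quenched THF abasic-site duplex. Cleavage dequenches TAMRA, followed at 525/598 nm over three reads one minute apart.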
POLB inh: blocks human DNA polymerase beta activity. Pol beta primer extension/strand displacement, fluorescence kinetic. Potency, µM (top dose mostly 114 µM), for inactives: at the top dose activity change, negative = inhibition, usual class: inhibitors. 1.3% of 340,000 active; also: potency is read from the fitted curve at half-maximal effect; % is scaled to controls: 0 for no effect and ±100 for the full control effect
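Values derive from four-parameter Hill fits of normalized kinetic data: reads at 0 and 10 min following addition of 50 nM substrate to 10 nM Pol beta preincubated 15 min with compound.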
LDHA inh: LDHA (human) enzyme inhibition | 0.15% of 480,000 active | purified LDHA, NADH/diaphorase-resazurin fluorescence; active compounds read low | P00338 | AID 1347041 | activity change, % (values are at about 110 or 230 µM); in the data active = activity change below about -30%; inconclusive = mostly about -25% to -30%;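 also: plate controls were DMSO wells for no effect and wells without enzyme for full effect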
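Enzyme activity of human lactate dehydrogenase 5 (2 nM; 0.06 mM NADH, 0.2 mM pyruvate, 5 min, RT) is measured via a resazurin/diaphorase fluorescence readout of residual NADH.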
BLM helicase inh: inhibitors of human Bloom syndrome helicase BLM; Potency, µM (series often up to 56.1 µM), for inactives: at the highest dose activity change, negative = inhibition, usual class: inhibitors; 0.2% of 350,000 active; P54132; recombinant BLM DNA unwinding, fluorescence dequenching;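 also: potency is read from the fitted curve at half-maximal effect; plate controls were vehicle for no effect and no enzyme for full effect; nearly all actives have a fitted effect of over 35% in size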
Anesthetic bind: binds horse apoferritin like a general anesthetic; P02791; Potency, µM (doses to about 77.5 µM), without a hit: top-dose activity change, negative = displacement, most hits filed as inhibitors; 0.074% of 350,000 active; apoferritin/1-aminoanthracene competitive binding, fluorescence; AID 485281; also: potency is read from the fitted curve at half-maximal effect; % is scaled to controls: 0 for no effect and ±100 for the full control effect; nearly all actives have a fitted effect of over 20% in size
Target sequence (P02791 2-175 limits assumed): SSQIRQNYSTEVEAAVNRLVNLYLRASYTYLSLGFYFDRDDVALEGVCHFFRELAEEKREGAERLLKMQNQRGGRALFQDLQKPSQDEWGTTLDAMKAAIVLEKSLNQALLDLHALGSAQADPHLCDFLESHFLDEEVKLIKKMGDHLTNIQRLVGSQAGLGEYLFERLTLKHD
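Concentration-response curves derived by four-parameter Hill fitting of normalized fluorescence, where compounds displaced 1-AMA from 10 uM horse apoferritin following a brief 10 min room-temperature incubation; propofol titration acted as positive control.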
Pol kappa inh: DNA polymerase kappa (human) inhibition; Q9UBT6; purified Pol kappa, fluorescent DNA synthesis assay, 10 min; Potency, µM (highest dose often 107 µM), without a hit: at the highest dose activity, negative = inhibition, usual class: inhibitors; 0.53% of 400,000 active; also: potency is read from the fitted curve at half-maximal effect; % is scaled to controls: 0 for no effect and ±100 for the full control effect
Target sequence (Q9UBT6 whole entry, looked up): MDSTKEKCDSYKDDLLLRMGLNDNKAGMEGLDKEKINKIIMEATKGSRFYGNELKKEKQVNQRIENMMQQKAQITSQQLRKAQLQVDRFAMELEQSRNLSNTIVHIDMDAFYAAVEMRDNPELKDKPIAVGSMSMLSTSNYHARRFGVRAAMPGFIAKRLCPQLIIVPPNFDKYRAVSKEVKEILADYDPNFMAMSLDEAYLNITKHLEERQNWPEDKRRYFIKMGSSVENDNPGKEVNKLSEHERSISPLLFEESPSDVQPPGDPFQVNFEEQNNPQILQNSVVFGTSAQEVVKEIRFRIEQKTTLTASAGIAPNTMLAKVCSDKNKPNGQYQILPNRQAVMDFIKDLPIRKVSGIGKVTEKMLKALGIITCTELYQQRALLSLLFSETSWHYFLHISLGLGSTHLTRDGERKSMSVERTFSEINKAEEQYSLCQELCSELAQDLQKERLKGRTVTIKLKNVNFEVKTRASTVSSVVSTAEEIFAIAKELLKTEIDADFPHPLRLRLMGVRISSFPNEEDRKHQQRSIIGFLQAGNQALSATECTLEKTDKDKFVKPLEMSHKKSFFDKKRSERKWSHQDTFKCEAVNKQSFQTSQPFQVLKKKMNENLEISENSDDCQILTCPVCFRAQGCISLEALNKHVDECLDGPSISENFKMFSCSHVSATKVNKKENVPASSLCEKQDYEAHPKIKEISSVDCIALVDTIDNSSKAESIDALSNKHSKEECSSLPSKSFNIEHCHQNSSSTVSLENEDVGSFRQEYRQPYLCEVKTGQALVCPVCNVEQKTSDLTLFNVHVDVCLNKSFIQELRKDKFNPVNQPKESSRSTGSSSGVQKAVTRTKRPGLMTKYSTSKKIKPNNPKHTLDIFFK
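Kinetic fluorescence readout at 0 and 10 min followed reaction start with substrate at 50 nM final. Beforehand, enzyme (10 nM Pol kappa) stood 15 min with compound at room temperature; buffer-only wells were negative controls.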
POLH inh: inhibitors of human DNA polymerase eta; recombinant Pol eta, fluorescent DNA replication assay; Potency, µM (series often up to 114 µM), inactives show at the top dose activity change, negative = inhibition, usual class: inhibitors; 1.2% of 390,000 active; AID 588591; also: potency is read from the fitted curve at half-maximal effect; % is scaled to controls: 0 for no effect and ±100 for the full control effect
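Fluorescent replication assay: 50 nM final substrate added after a 15 min room-temperature compound preincubation with 10 nM enzyme. Signal taken at 0 min and again at 10 min.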
GRP78 ERSR act: inducers of ER stress response in human glioma cells; Potency, µM, for inactives: at the highest dose activation, usual class: activators; U87-MG GRP78 promoter luciferase reporter, 16 h; AID 602332; 0.02% of 420,000 active; also: potency is read from the fitted curve at half-maximal effect; series mostly up to about 76 µM; % of control where 0% means no effect; nearly all actives have a fitted effect of over 35% in size
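Stably transfected U87-MG human glioma cells carrying a GRP78-based luminescent sensor were seeded at 1000 cells/well, pin-dosed with compounds and incubated 16 h. Luciferase reagent was then added, and end-point luminescence was read after 10 min at room temperature.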
Pol iota inh: inhibitors of human DNA polymerase iota. Pol iota fluorescent replication assay, 10 min. Potency, µM (titrated, usually from 115 µM), for inactives: at the top dose activity, negative = inhibition, hits mostly inhibitors. 1% of 390,000 active; also: potency is read from the fitted curve at half-maximal effect
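Pol iota at 10 nM preincubated 15 min with compounds at room temperature; reaction started with fluorescent substrate, 50 nM final. Fluorescence read kinetically at 0 and 10 min; buffer-only wells as negative control.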
The depositor's hits bear a star; u = inconclusive; x = no result given; [ ] = dose if it differs, or a comment. Unless noted, calls follow the shape of the dose curve; as a rule, active = well fitted curve in the direction sought with a large enough effect; inconclusive = small, poorly fitted or top-dose-only effect, or another doubt; inactive = no such curve, though single readings can be large; an effect the other way counts as inactive or inconclusive. Some of the compounds tested (hit frequency here may not be typical).

Short keys: A = APE1 inh; B = POLB inh; C = LDHA inh; D = BLM helicase inh; E = Anesthetic bind; F = Pol kappa inh; G = POLH inh; H = GRP78 ERSR act; I = Pol iota inh
> CCOC(=O)Cc1csc(NC(=O)CSc2nnnn2-c2ccc(C)cc2C)n1
  A: 3% | B: -2% | C: -5 | D: -4% | E: -13% | F: -12% | G: -7% | H: -9% | I: -8%
> Cc1ccc(C(=O)Nc2cc3c(oc2=O)CCCC3=O)cc1
  A: 23% | B: -1% | C: -3 | D: -14% | E: -15% | F: -8% | G: -10% | H: 3% | I: 12%
> Cc1ccc(S(=O)(=O)N2c3ccccc3NC(=O)C2CC(=O)Nc2ccccc2)cc1 (configuration not stated)
  A: -1% | B: u | C: -8 | D: 0% | E: -23% | F: -9% | G: -17% | H: -3% | I: -3%
> COc1ccc(N2C(=O)C3NN=C(C(=O)OCc4ccccc4)C3C2=O)cc1 (configuration not stated)
  A: -5% | B: 11% | C: -2 | D: -4% | E: -9% | F: -7% | G: -22% | H: -1% | I: 47%[activator]
> COc1ccc(/C=C/C(=O)OCC(=O)Nc2ccc(Cl)cn2)cc1
  A: u | B: 21% | C: 1 | D: -5% | E: -6% | F: -9% | G: -11% | H: 1% | I: -2%
> O=C(NCc1cccnc1)c1ccc(Cn2c(=S)[nH]c3ccc(Br)cc3c2=O)cc1
  A: 1% | B: -15% | C: -3 | D: -16% | E: -8% | F: -1% | G: -27% | H: -3% | I: 98%[activator]
> CNc1ccccc1C(C)(C)c1cc(C)[nH]n1
  A: 1% | B: -1% | C: -1 | D: -2% | E: -7% | F: -1% | G: -12% | H: 0% | I: 3%
> Cc1nc2ccccn2c1C(=O)NNC(=O)Nc1ccccc1
  A: 27% | B: 53% | C: -12 | D: -3% | E: 2% | F: -2% | G: 7% | H: -1% | I: -6%
> CC(C)(C)c1ccc(Oc2nc3ccccn3c(=O)c2/C=C(\C#N)c2nc3ccccc3[nH]2)cc1
  A: x | B: 5% | C: 6 | D: -3% | E: u | F: 7% | G: -17% | H: -3% | I: 4%
> Cc1c(C(C)NC(=O)c2cc(COc3cccc4cnccc34)on2)cnn1C (configuration not stated)
  A: 12% | B: 9% | C: 1 | D: -1% | E: u | F: 21% | G: -8% | H: -4% | I: 56%
> Cc1onc(-c2ccccc2Cl)c1-c1nc(-c2ccncc2)no1
  A: -8% | B: 2% | C: -3 | D: -3% | E: -18% | F: -10% | G: -11% | H: -3% | I: -29%
> CC(C)CCNC(=O)C(c1ccc(O)cc1)N(Cc1cccs1)C(=O)C1COc2ccccc2O1 (configuration not stated)
  A: -7% | B: -9% | C: 3 | D: -9% | E: -24% | F: -7% | G: -18% | H: -8% | I: -6%
> Cc1ccc(C)c(NC(=O)CN(C)C(=O)C2CCN(S(=O)(=O)c3ccc4c(c3)OCCO4)CC2)c1
  A: 37% | B: x | C: 0 | D: x | E: x | F: 3% | G: -7% | H: -6% | I: 33%[activator]
> COc1ccccc1C(C)NCC(=O)c1c(C)[nH]c2ccccc12 (configuration not stated)
  A: x | B: x | C: -4 | D: x | E: x | F: -18% | G: x | H: 1% | I: 20%
> Cn1nnnc1SCc1cccc(CSc2nnnn2C)n1
  A: -4% | B: 2% | C: -4 | D: 0% | E: -7% | F: -10% | G: -6% | H: -2% | I: -8%[58.9 µM]
> COc1ccc(N2CCN(C(=O)CSc3nnc(Cn4nnc5ccccc54)n3C)CC2)cc1
  A: 5% | B: -21% | C: 4 | D: -2% | E: 3% | F: -6% | G: 4% | H: -3% | I: 18%
> Cc1ccccc1NC(=O)CCn1nc(-c2ccccc2)c2ccccc2c1=O
  A: x | B: -18% | C: -8 | D: -1% | E: -17% | F: -14%[60.1 µM] | G: -11% | H: -2% | I: -24%
> CCNc1ncc2nc(-c3cc(F)cc(F)c3)c(=O)n(CCOC)c2n1
  A: -11% | B: x | C: x | D: -2% | E: x | F: -4%[60.1 µM] | G: x | H: 1% | I: x
> CCc1ccc(C2c3c(oc4ccc(F)cc4c3=O)C(=O)N2CCc2ccc(OC)cc2)cc1 (configuration not stated)
  A: x | B: 2% | C: -10 | D: -2% | E: 1% | F: -23% | G: -15% | H: -1% | I: u
> Cc1oc2c(c(C)cc3oc(=O)c(CC(=O)NCC(=O)NCC(=O)O)c(C)c32)c1C
  A: 44% | B: 0% | C: x | D: 2% | E: 112%[activator] | F: x | G: x | H: x | I: x
> CCC(CC)c1nnc(NC(=O)Oc2ccccc2)s1
  A: 0% | B: u | C: -2 | D: 1% | E: -23% | F: 0% | G: -7% | H: -4% | I: -11%[58.9 µM]
> COc1ccc(C2(C)NC(=O)N(CC(=O)NCc3ccccc3)C2=O)cc1OC (configuration not stated)
  A: -11% | B: 4% | C: -7 | D: 0% | E: 3% | F: -7% | G: -15% | H: -4% | I: 25%
> CCc1ccc(NC2=NCC(=O)N2c2ccc3c(c2)OCCO3)cc1
  A: 3% | B: 3% | C: 0 | D: 3% | E: 0% | F: -3% | G: -8% | H: 3% | I: -17%
> COc1ccc(NC(=O)c2cn(-c3ccccc3)nc2SC)cc1
  A: -2% | B: -12% | C: -4 | D: -5% | E: 1% | F: 2% | G: -13% | H: 5% | I: 4%
> COc1ccc2c(=O)c(C(=O)NCc3ccccc3)c[nH]c2c1
  A: -7% | B: -16% | C: -3 | D: 1% | E: -1% | F: -4% | G: -19% | H: 6% | I: -3%

Short keys: A = APE1 inh; B = POLB inh; C = LDHA inh; D = BLM helicase inh; E = Anesthetic bind; F = Pol kappa inh; G = POLH inh; H = GRP78 ERSR act; I = Pol iota inh
> COc1ccc(OC)c(CNS(=O)(=O)c2cc(-c3onc(C)c3C)ccc2C)c1
  A: x | B: 18% | C: -3 | D: -4% | E: -4% | F: -24% | G: 1% | H: -3% | I: u
> CCC(C(=O)c1ccccc1)N(C(=O)c1ccccc1Cl)N1C(=O)C2C3C=CC(C3)C2C1=O (configuration not stated)
  A: 14% | B: 21% | C: -4 | D: -7% | E: -17% | F: -15% | G: -25% | H: -5% | I: 7%
> O=C(CN1CCN(S(=O)(=O)c2ccc(F)cc2)CC1)Nc1ccc2c(c1)OCCO2
  A: 10% | B: 45% | C: -9 | D: -2% | E: -9% | F: -9% | G: -13% | H: -3% | I: 8%
> COc1ccc(NS(=O)(=O)c2ccc(O)c(C(=O)OCC(=O)NC(C)C3CC4CCC3C4)c2)cc1 (configuration not stated)
  A: 22µM* | B: u | C: -1 | D: -12% | E: u | F: -14% | G: 6% | H: -5% | I: 20%
> NC(=O)COc1ccc(/C=C2\C(=O)ON=C2c2ccccc2)cc1
  A: 5% | B: x | C: -57* | D: x | E: x | F: 3% | G: 5% | H: -10% | I: 20%
> O=C(O)/C=C/C(=O)N1CCN(c2ccc(F)cc2)CC1
  A: -2% | B: 5% | C: -6 | D: -1% | E: -4% | F: -3% | G: -3% | H: -3% | I: 2%
> COc1ccc(C(=O)NCCCc2nc3ccccc3n2Cc2cc(C)ccc2C)cc1OC
  A: 13% | B: 19% | C: -3 | D: 0% | E: -10% | F: -14% | G: -5% | H: -1% | I: -14%
> COc1cc(NC(=S)N2CCN(C(c3ccccc3)c3ccccc3)CC2)cc(OC)c1
  A: -6% | B: -2% | C: -4 | D: -9% | E: -6% | F: -9% | G: -15% | H: -6% | I: 13%
> O=c1nc(SCc2ccccc2Cl)nc(-c2ccc(Cl)cc2)[nH]1
  A: 1% | B: 11% | C: 1 | D: -12% | E: 5% | F: 0% | G: -14% | H: 2% | I: 58%[activator]
> CCC(=O)Nc1ccc(Nc2nc(Cl)nc(Nc3ccc(NC(=O)CC)cc3)n2)cc1
  A: -6% | B: 2% | C: -17 | D: -11% | E: 12% | F: -17% | G: 2% | H: -1% | I: u
> O=C(Cc1ccccc1)NO
  A: 1% | B: x | C: 4 | D: 3% | E: 10% | F: -2%[60.1 µM] | G: x | H: -4% | I: 8%
> COc1ccc(C(c2c(C)[nH][nH]c2=O)c2c(C)[nH][nH]c2=O)cc1Br
  A: 41% | B: 14% | C: -6 | D: 0% | E: 28% | F: -4% | G: -12% | H: -2% | I: u
> Cc1nc(CNC(=O)CC2C(=O)NCCN2Cc2ccc(F)cc2)cs1 (configuration not stated)
  A: 15% | B: -18% | C: 5 | D: 3% | E: -15% | F: -16% | G: -18% | H: 1% | I: 18%
> COc1ccccc1NS(=O)(=O)c1cccc(NC(=O)CCNC(=O)c2ccccc2OC)c1
  A: -3% | B: x | C: -19 | D: x | E: x | F: -11% | G: -2% | H: -4% | I: 1%
> COc1ccccc1N(C(=O)c1snc(C(N)=O)c1N)C(C(=O)NC1CCCC1)c1ccco1 (configuration not stated)
  A: -1% | B: 27% | C: 5 | D: 0% | E: -10% | F: -8% | G: -19% | H: -3% | I: -12%[58.9 µM]
> COc1cccc(C(C)=C2SC(=S)NC2=O)c1
  A: x | B: x | C: -8 | D: x | E: x | F: -17% | G: -7% | H: -2% | I: -13%
> CCn1c(SCC(=O)N2CCCCC2C)nc2c1c(=O)n(C)c(=O)n2C (configuration not stated)
  A: 64%[activator] | B: 14% | C: -1 | D: -2% | E: 3% | F: 11% | G: -12% | H: -4% | I: 55%[activator]
> COC(=O)c1ccccc1S(=O)c1snnc1C (configuration not stated)
  A: 0% | B: 0% | C: -2 | D: -5% | E: -4% | F: 1% | G: -20% | H: -1% | I: 55%[activator]
> CCN(CC)c1nc(Nc2ccccc2)nc(Oc2ccc(=O)n(C)n2)n1
  A: -5% | B: 3% | C: 1 | D: 2% | E: -8% | F: -1% | G: -3% | H: -1% | I: 7%

Three of the compounds above, in CSV form.
SMILES,APE1 inh,POLB inh,LDHA inh,BLM helicase inh,Anesthetic bind,Pol kappa inh,POLH inh,GRP78 ERSR act,Pol iota inh
CCC(C(=O)c1ccccc1)N(C(=O)c1ccccc1Cl)N1C(=O)C2C3C=CC(C3)C2C1=O (configuration not stated),14%,21%,-4,-7%,-17%,-15%,-25%,-5%,7%
O=C(CN1CCN(S(=O)(=O)c2ccc(F)cc2)CC1)Nc1ccc2c(c1)OCCO2,10%,45%,-9,-2%,-9%,-9%,-13%,-3%,8%
COc1ccc(NS(=O)(=O)c2ccc(O)c(C(=O)OCC(=O)NC(C)C3CC4CCC3C4)c2)cc1 (configuration not stated),22µM*,u,-1,-12%,u,-14%,6%,-5%,20%
